# MLLE-PAM2 inh – blocks PAM2 peptide binding to the PABP1 MLLE domain; 360,000 compounds, 0.36% hits; inhibition, % at 20 µM; P11940; GST-MLLE / FITC-PAM2 fluorescence polarization; in the data active means inhibition above about 35%, passing the limit was not always enough;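 further: plate controls were DMSO wells with GST-MLLE for no effect and wells lacking GST-MLLE protein for full effect; some results filed as inactive read as strong as hits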
# CSN inh – inhibitors of human CSN-mediated cullin deneddylation; Q92905; Purified CSN, SCF-Nedd8-OG deneddylation, fluorescence polarization; inhibition, % at 12.5 µM; 360,000 compounds, 0.38% hits;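 active means pattern-corrected inhibition above about 35%, with an unprinted fluorescence ratio check between 0.5 and 1.5, limit read from the data, passing the limit was not always enough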;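 further: 0% = enzyme with substrate and 100% = substrate without enzyme; some results filed as inactive read as strong as hits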
# Target sequence (Q92905 whole entry, looked up, one chain of several): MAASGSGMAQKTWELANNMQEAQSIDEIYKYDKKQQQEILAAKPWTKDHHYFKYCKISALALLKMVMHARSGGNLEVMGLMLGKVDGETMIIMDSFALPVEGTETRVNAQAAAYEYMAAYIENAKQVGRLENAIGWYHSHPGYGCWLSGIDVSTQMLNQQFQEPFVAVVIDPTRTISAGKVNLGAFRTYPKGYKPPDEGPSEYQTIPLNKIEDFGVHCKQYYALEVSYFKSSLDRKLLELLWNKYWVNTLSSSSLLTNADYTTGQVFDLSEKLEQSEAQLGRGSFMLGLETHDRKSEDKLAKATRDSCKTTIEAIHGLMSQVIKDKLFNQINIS
#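 assay system = purified human Csn5 enzyme expressed in HEK293T cells | amount = 0.24 nM enzyme | buffer or medium = Tris/NaCl/DTT buffer, pH 7.5 | reagent = 10 nM SCFSkp2-Nedd8OG | compound = one concentration, 12.5 µM, 0.25% DMSO | times = 90 min reaction at room temperature | signal = FP | read-out basis = % inhibition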
# Tb MetRS inh – Trypanosoma brucei MetRS inhibition | 360,000 compounds, 0.4% hits | inhibition, % at 11.9 µM | AID 624268 | purified T. brucei MetRS, ATP depletion, Kinase-Glo luminescence;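 active means inhibition above a per-plate cutoff of the control wells' mean inhibition plus 3 SD, cut at about 5.5% in these data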;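 further: 0% = DMSO wells median and 100% = median of wells with control inhibitor compound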
#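 Material: T. brucei methionyl-tRNA synthetase, purified; reagent: substrates ATP, L-methionine and bulk Escherichia coli tRNA; dosing: 11.9 µM single point; timing: 15 min plus 2 h at 25 °C; detection: luminescence of leftover ATP; evaluation: % inhibition; control set: DMSO-only wells as low control; replicates: singlicate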
# SUMO1 PPI mod – alters human SUMO1 binding to SIM partners | P63165 | SUMO1 binding to a labelled peptide, TR-FRET, 1 h | inhibition, % at 20 µM | 360,000 compounds, 0.33% hits; in the data active means inhibition above about 37%
# Target sequence (P63165 whole entry, looked up): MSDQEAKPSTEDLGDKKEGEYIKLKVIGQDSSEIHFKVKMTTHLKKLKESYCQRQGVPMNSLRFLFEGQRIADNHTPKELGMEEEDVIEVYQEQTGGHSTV
# Rpn11 block – Rpn11 (human) deubiquitinase inhibition; 360,000 compounds, 0.59% hits; AID 588493; human 26S proteasome, Ub4-pepOG fluorescence polarization; 20S core pre-blocked with epoxomicin; O00487; calls only at 20 µM;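 active means inhibition at 20 µM, scaled to each plate's controls, above about 33%, limit read from the data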
# Target sequence (O00487 whole entry, looked up): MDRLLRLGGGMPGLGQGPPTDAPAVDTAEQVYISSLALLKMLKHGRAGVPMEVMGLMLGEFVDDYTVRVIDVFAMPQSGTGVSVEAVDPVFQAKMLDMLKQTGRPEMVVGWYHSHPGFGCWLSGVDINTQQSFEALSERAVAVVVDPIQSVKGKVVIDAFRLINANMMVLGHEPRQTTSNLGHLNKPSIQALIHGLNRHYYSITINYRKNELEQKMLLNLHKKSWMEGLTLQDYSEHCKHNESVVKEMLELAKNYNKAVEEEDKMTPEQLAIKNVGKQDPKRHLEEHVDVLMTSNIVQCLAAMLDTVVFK
# LMPTP block – blocks human LMPTP phosphatase | P24666 | recombinant LMPTP-A, OMFP fluorogenic substrate, fluorescence intensity | inhibition, % at 20 µM | 360,000 compounds, 0.22% hits;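 active means compounds that cut the enzyme signal by at least half of the control window in the single-dose screen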;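 further: plate controls were DMSO wells with enzyme plus substrate for no effect and substrate without enzyme for full effect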
# Target sequence (P24666 whole entry, looked up): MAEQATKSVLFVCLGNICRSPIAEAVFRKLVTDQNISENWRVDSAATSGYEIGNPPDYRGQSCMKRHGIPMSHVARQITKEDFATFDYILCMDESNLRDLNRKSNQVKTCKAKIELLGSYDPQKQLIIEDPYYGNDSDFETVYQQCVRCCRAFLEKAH
#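 material = LMPTP-A | quantity = 0.625 nM enzyme | reagent = OMFP substrate, 400 µM final | buffer or medium = Bis-Tris pH 6.0, DTT, detergent | detection = endpoint fluorescence intensity from OMFP dephosphorylation | dosing = single 20 µM dose | read-out basis = % inhibition relative to no-enzyme and uninhibited control wells | control set = no-enzyme and uninhibited controls | timing = 50 min at room temperature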
# Scp1 inh – blocks human Scp-1 phosphatase activity; Q9GZU7; Recombinant Scp1, phosphopeptide, malachite green phosphate absorbance; inhibition, % at 20 µM; 340,000 compounds, 0.88% hits;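 active means inhibition above about 50% at 20 µM, limit read from the data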;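 further: plate controls were DMSO wells with enzyme for no effect and wells lacking enzyme for full effect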
#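 Test system – truncated SCP-1 phosphatase (76-261aa) · Reagent – Phosphorylated 17-residue peptide substrate · Incubation – 45 min room-temperature reaction, 5 min colour, 30 min stabiliser · Detection – colorimetric phosphate reagent with accelerator and stabiliser, absorbance at 630 nm · Measure – % inhibition at 20 µM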
# DNMT1 inh – blocks human DNA methyltransferase DNMT1 | P26358 | DNMT1 molecular beacon, Hinp1I cleavage, fluorescence | inhibition (reported as % activation of signal), % at 10 µM | 360,000 compounds, 0.83% hits | AID 588458; in the data active means inhibition above about 50%
# STEP block – blocks human striatal-enriched tyrosine phosphatase | inhibition, % at 20 µM | 360,000 compounds, 0.25% hits | recombinant STEP, OMFP fluorogenic substrate, fluorescence;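 active means inhibition at 20 µM, scaled per plate between control wells, above about 37%, limit read from the data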;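 further: 0% = DMSO with enzyme and substrate and 100% = substrate only without enzyme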
#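 medium = Bis-Tris buffer pH 6.0, 2.5 mM DTT, 0.005% Tween 20 | test system = STEP (striatal-enriched tyrosine phosphatase) enzyme, cell-free | measure = normalized % inhibition | compound dosing = 20 µM, 1% DMSO | also added = 25 µM OMFP | schedule = reaction 20 min, ambient temperature | measured by = fluorescence read at 480 nm ex / 540 nm em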
# NadD inh – inhibitors of Staphylococcus aureus NadD; inhibition, % at 20 µM; AID 602399; purified NadD enzyme, colorimetric absorbance read-out; 360,000 compounds, 0.78% hits; in the data active means inhibition above about 26%; further: some compounds past the cut are filed as inactive
# The depositor's hits bear a star; i = inactive; nt = no result given; + = active, no number.
SMILES,MLLE-PAM2 inh,CSN inh,Tb MetRS inh,SUMO1 PPI mod,Rpn11 block,LMPTP block,Scp1 inh,DNMT1 inh,STEP block,NadD inh
COc1ccc(CCN(C)CC(O)COc2c(C)ccc(C)c2C)cc1OC (stereo not given),5,-3,-1.8,3,i,2.0,-4,1,3,-8
O=C1NCCN(Cc2ccc(Cl)c(F)c2)C1CC(=O)N1CCc2ccccc2C1 (stereo not given),25,1,-0.3,-3,i,0.9,-11,-11,-2,10
CCS(=O)(=O)c1ncc(Cl)c(C(=O)Nc2ccc(S(=O)(=O)N(C)c3ccccc3)cc2)n1,14,4,-0.1,-13,i,0.3,-2,-8,0,-5
Cc1ccc(Cn2c(=S)[nH]c3ccccc3c2=O)cc1,-113,6,-0.5,-2,i,0.5,-4,2,1,3
CC1=NN(c2cccc(Cl)c2)C(=O)C12CC(C)=C(C)CS2 (stereo not given),20,0,-0.5,4,i,2.2,-2,2,2,-3
CC(C)(C)c1ccc(C(=O)N2CCC2(C)C(=O)NCC(F)(F)F)cc1 (stereo not given),-15,1,-0.7,-2,i,1.8,nt,2,1,-5
c1ccc2sc(NC3=NCN(C4CCCCCC4)CN3)nc2c1,-9,3,-0.1,0,i,0.8,-6,2,4,0
COc1ccc(C(=O)Oc2ccc(C(C)=O)cc2)c(OC)c1,1,-3,-1.5,-2,i,-0.3,-6,2,4,-3
O=C(CCc1ccccc1)N1CCCN(C(=O)CCc2ccccc2)CC1,0,-3,-1.1,-5,i,-2.5,-9,7,-6,-8
CSc1ccc(CCNC(=O)c2cc(-c3ccccc3)c(N3CCOCC3)s2)cc1,-5,1,0.5,5,i,6.1,-12,-6,5,4
CCOC(=O)C1CCCN(C(=O)c2c(-c3ccccc3)noc2C)CC1 (stereo not given),13,-6,0.1,-6,i,5.3,nt,1,-2,3
Cc1cc(Cl)c(S(=O)(=O)NCC2CCCO2)cc1OCC(=O)NC1CCCCC1 (stereo not given),7,2,-0.1,0,i,-1.4,16,4,-5,3

# Already shown: an excerpt of the list.
SMILES,MLLE-PAM2 inh,CSN inh,Tb MetRS inh,SUMO1 PPI mod,Rpn11 block,LMPTP block,Scp1 inh,DNMT1 inh,STEP block,NadD inh
COc1ccc(CCN(C)CC(O)COc2c(C)ccc(C)c2C)cc1OC (stereo not given),5,-3,-1.8,3,i,2.0,-4,1,3,-8
O=C1NCCN(Cc2ccc(Cl)c(F)c2)C1CC(=O)N1CCc2ccccc2C1 (stereo not given),25,1,-0.3,-3,i,0.9,-11,-11,-2,10
CCS(=O)(=O)c1ncc(Cl)c(C(=O)Nc2ccc(S(=O)(=O)N(C)c3ccccc3)cc2)n1,14,4,-0.1,-13,i,0.3,-2,-8,0,-5
Cc1ccc(Cn2c(=S)[nH]c3ccccc3c2=O)cc1,-113,6,-0.5,-2,i,0.5,-4,2,1,3

# Remaining list, next part:
SMILES,MLLE-PAM2 inh,CSN inh,Tb MetRS inh,SUMO1 PPI mod,Rpn11 block,LMPTP block,Scp1 inh,DNMT1 inh,STEP block,NadD inh
Cc1nc(-c2ccccc2)sc1C(=O)O,-16,-23,-0.4,-1,i,0.1,-7,-3,1,-1
CCc1cc(S(=O)(=O)N2CCN(C(=O)c3ccco3)CC2)ccc1OC,-5,0,-0.1,6,i,0.9,-9,-2,3,-4
COCCN1C[C@@H](CO)O[C@@H](n2cnc3c(NCc4ccco4)ncnc32)C1,-8,1,-0.4,-2,i,-2.6,nt,6,-5,-1
CCN1CCN(CC(=O)N2N=C(c3cccs3)CC2c2ccc(OC)cc2)C(=O)C1=O (stereo not given),5,14,-0.7,-15,i,-1.9,-1,0,1,-3
Cc1ccc(S(=O)(=O)NC(C(=O)Oc2ccc3ccc(=O)oc3c2)c2ccccc2)cc1 (stereo not given),11,2,0.7,-1,i,-0.6,-40,2,-3,-7
O=C(COc1cccc2ccccc12)Nc1cc(Cl)ccc1C(=O)O,8,5,0.2,15,i,0.9,-7,-8,0,2
COc1ccc(N2C(=O)CC(N3CCN(S(=O)(=O)c4ccc(Cl)cc4)CC3)C2=O)cc1 (stereo not given),1,5,0.0,4,i,0.6,-1,-2,-1,10
Cc1onc(C(=O)Nc2c(C)n(C)n(-c3ccccc3)c2=O)c1[N+](=O)[O-],4,-2,-0.6,-25,i,-0.9,-4,-1,-2,3
NC(=O)C1CCN(c2c([N+](=O)[O-])cc(C(F)(F)F)cc2[N+](=O)[O-])CC1,4,-3,0.5,-19,i,-1.2,0,-2,-1,-7
COc1cccc(CC(NC(C)=O)C(=O)NC2CCN(c3nc(C)cc(C)c3C#N)CC2)c1OC (stereo not given),7,5,0.3,-1,i,0.4,8,-5,-4,-1
Cc1cc(Cl)ccc1NC(=O)CCCN1C(=O)CCC1=O,21,3,-0.9,8,i,-0.9,-4,-1,0,5
CC[C@]12c3[nH]c4ccc(OC)cc4c3CCN1C(=O)C(CC(=O)NC(C)(C)C)C[C@@H]2C(=O)N1CCN(C(=O)c2ccco2)CC1 (stereo not given in full),3,0,-0.2,-1,i,-2.6,1,3,-2,3

# Single records, from the list above:
# Listed for CCOC(=O)C1CCCN(C(=O)c2c(-c3ccccc3)noc2C)CC1 (stereo not given) = MLLE-PAM2 inh = 13; CSN inh = -6; Tb MetRS inh = 0.1; SUMO1 PPI mod = -6; Rpn11 block = i; LMPTP block = 5.3; Scp1 inh = nt; DNMT1 inh = 1; STEP block = -2; NadD inh = 3
# Listed for Cc1ccc(S(=O)(=O)NC(C(=O)Oc2ccc3ccc(=O)oc3c2)c2ccccc2)cc1 (stereo not given) = MLLE-PAM2 inh = 11; CSN inh = 2; Tb MetRS inh = 0.7; SUMO1 PPI mod = -1; Rpn11 block = i; LMPTP block = -0.6; Scp1 inh = -40; DNMT1 inh = 2; STEP block = -3; NadD inh = -7

# Carrying on.
SMILES,MLLE-PAM2 inh,CSN inh,Tb MetRS inh,SUMO1 PPI mod,Rpn11 block,LMPTP block,Scp1 inh,DNMT1 inh,STEP block,NadD inh
COc1ccccc1N1CCN(C(=O)c2cc3cc(Br)ccc3oc2=O)CC1,-3,1,0.0,-3,i,-0.9,-14,0,2,-6
CC(SCc1ccc(C(=O)O)o1)c1ccc(C(=O)O)o1 (stereo not given),12,0,-0.7,3,+,8.9,8,2,2,-9
Cc1ccc2nc(-c3ccccc3)cc(C(=O)NNC(=O)c3csc(N4CCOCC4)n3)c2c1,3,-2,-0.3,-8,i,1.3,-10,-1,1,15
O=C(NC(CC(=O)N1CCN(c2ccccc2O)CC1)c1ccccc1)c1ccccc1Cl (stereo not given),0,-1,-0.5,-23,i,-6.9,3,-1,-3,0
Cc1ccc(-n2nc3c(c2NC(=O)C(C)C)CS(=O)(=O)C3)cc1,-8,-1,-0.2,5,i,-1.0,-11,0,-3,3
COc1ccc(Cl)cc1NC(=O)COC(=O)CCNC(C)=O,2,2,-0.7,-3,i,0.3,0,6,4,-1
N#C/C(=C\c1cccs1)C(=O)NCc1cccnc1,4,-2,-1.0,-19,i,0.1,-1,1,-4,-5
CCc1ccccc1NC(=S)N1CCCCCC1,-91,5,-0.3,6,i,1.5,4,4,1,0
CN1CCN(Cn2cc(/C=C/C(=O)c3ccccc3)c3ccccc32)CC1,-13,1,-0.3,-20,i,-1.3,-17,-10,22,-13
CCC1=C2CC[C@H]3C(=O)N(CC)C(=O)[C@H]3[C@H]2[C@@]2(Cc3ccccc3)C(=NCc3ccccc3)OC(=O)N2C1=O,3,-1,-0.2,2,i,0.7,4,3,-2,0
CC1(C(=O)NS(=O)(=O)Cc2ccccc2C(F)(F)F)CCN1C(=O)Cc1cccs1 (stereo not given),3,-4,-0.3,-3,i,-1.1,nt,6,2,6
COc1ccc(-n2c(C)cc(C(=O)COC(=O)c3ccc(O)cc3O)c2C)cc1,1,-1,-0.1,7,i,6.1,-11,-28,0,18
Cc1ccc([C@H]2C(C(=O)O)=CC[C@@H](c3ccc(Cl)cc3)N2S(=O)(=O)c2ccccc2C)cc1,-12,6,0.7,14,i,0.6,-4,4,0,13
COc1cc(OC)cc(-c2noc(-c3csc([C@@H]4C[C@H](O)[C@@H](CO)O4)n3)n2)c1,1,-10,-0.1,0,i,-0.6,nt,1,1,2
COc1cc(C(=O)Nc2ccccc2C(=O)NCc2cccnc2)cc(OC)c1OC,12,2,-0.1,-1,i,-1.2,-1,1,-2,1
Cc1ccc(N2C(=O)CC(N3CCN/C3=C3\CC/C(=C\c4ccccc4)C3=O)C2=O)cc1 (stereo not given),-17,-3,-1.6,-5,i,-0.9,5,16,0,4
CC(NC(=O)c1ccccc1)C(=O)N/N=C/c1cccc([N+](=O)[O-])c1 (stereo not given),19,1,-0.1,-17,i,-0.8,1,1,-1,-6
O=C(NC(=S)NCC1CCCO1)c1ccccc1F (stereo not given),16,-2,2.3,-3,i,-0.1,-5,-2,1,-2
COc1ccccc1OCCNC(=O)C(CCSC)NC(=O)c1ccccc1Cl (stereo not given),-5,4,-0.6,2,i,0.6,-6,5,-1,1
COc1cccc(OC)c1C(=O)OCC(=O)NC1CCCCCC1,-17,-3,-0.3,-2,i,-1.6,-9,2,-1,-2
CC(=O)Nc1cc(-c2cccc(CO)c2)cn2c(-c3ccc(C(C)=O)cc3)cnc12,-10,4,-0.1,-22,i,0.6,nt,-10,-2,-8
N#CC(=Cc1ccccn1)c1nc(-c2ccc(Cl)cc2)cs1,-7,18,0.0,-1,nt,1.8,nt,-7,-13,2
Cc1ccc(NC(=O)CCCNC(=O)c2ccc(Cl)cc2)cc1S(=O)(=O)N1CCOCC1,8,6,-0.3,6,i,-1.4,-4,2,-2,-5
CC(=O)c1ccc(S(=O)(=O)Nc2cccc(-c3ccc4nncn4n3)c2)cc1,2,1,-0.6,0,i,0.6,-3,0,-1,-1
Cc1ccc(C(=O)Nc2ccc(N3CCN(C)CC3)nc2)cc1,4,2,0.2,3,i,0.5,-7,3,-1,4

# Outcome played no part in choosing rows (roughly 3.6% active in at least one column).
